Compound activity (PubChem)
GPR35 arrestin U2OS = GPR35 antagonists blocking zaprinast-driven arrestin recruitment, primary screen, imaging, U2OS, beta-arrestin-GFP, zaprinast agonist (AID 2058); G-protein coupled receptor 35 (Homo sapiens); U2OS GPR35 beta-arrestin-GFP translocation imaging, zaprinast antagonism; higher % means a stronger effect; inhibition, % at 10 µM; hits with a dose series show IC50 in µM; hit rate 0.052% among 290,000;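 active means inhibition of at least 50% with at least 30 cells and total cytoplasm GFP at most 10,000,000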
HIV fusion peptide = inhibitors of HIV fusion peptide binding, primary screen, biochemical, uHTS, fluorescence dequenching (AID 1986) | cell-free peptide binding, fluorescence dequenching, 30 min; higher % means a stronger effect | inhibition, % at 20 µM; hits with a dose series show IC50 in µM | hit rate 0.3% among 290,000; in the data active means inhibition mostly above about 52%, no sharp cut-off; inactive means mostly below about 76%; further: some results filed as inactive read as strong as hits
MgcRacGAP inhibition = MgcRacGAP GTPase-activating activity inhibitors, confirmation, biochemical, ADP Hunter fluorescence. AID 624330, 2012. MgcRacGAP-stimulated Rac1 GTP hydrolysis, ADP Hunter fluorescence; higher % means a stronger effect; GST-tagged Rac1 F28L mutant substrate. Rac GTPase-activating protein 1 (Homo sapiens). one-dose inhibition, % at 30 µM; IC50 in µM for titrated hits. hit rate 0.6% among 340,000;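 active means first-screen hits whose inhibition reached a set limit at any dose in the follow-up dose series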;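 further: fluorescence reports GDP produced by GAP-driven GTP hydrolysis; strong numbers were not always called active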
GPR55 LPI antagonism = GPR55 antagonists blocking LPI-driven arrestin recruitment, primary screen, imaging, U2OS, beta-arrestin-GFP, LPI agonist (AID 2013) | inhibition, % at 10 µM; hits with a dose series show IC50 in µM | hit rate 0.13% among 290,000 | G-protein coupled receptor 55 (Homo sapiens) | U2OS GPR55 beta-arrestin-GFP translocation imaging, LPI antagonism; higher % means a stronger effect;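 active means spots per cell inhibited over 60%, with over 100 cells counted and total cytoplasm intensity under 500,000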;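 further: U2OS cells stably carrying GPR55 and arrestin-GFP stimulated by 5 µM LPI near EC80; imaged beta-arrestin-GFP aggregate spots per cell after agonist stimulation; plate controls were LPI-stimulated DMSO wells for no effect and DMSO wells without LPI for full effect; some results filed as inactive read as strong as hits; confirmed hits need IC50 under 10 µM and bright autofluorescent wells are also inconclusive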
Siah-1 displacement = Siah-1 peptide-binding antagonists, primary screen, biochemical, fluorescence polarization, rhodamine-plectin, uHTS (AID 1817); hit rate 0.02% among 290,000; E3 ubiquitin-protein ligase SIAH1 (Homo sapiens); displacement, % at 20 µM, or IC50 in µM where a hit was titrated; Siah-1 / rhodamine-plectin peptide fluorescence polarization; higher % means a stronger effect;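 active means displacement of at least 50% at 20 µM, with a fluorescence ratio check between 0.3 and a set limit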;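 further: plate controls were Siah plus tracer with DMSO for no effect and tracer alone without Siah for full effect; strong numbers were not always called active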
Myeloid diff MLP = induction of myeloid progenitor differentiation, primary screen, cell-based, flow cytometry, MLPCN library. ER-HoxA9 myeloid progenitors, lysozyme-GFP differentiation. calls only at 10 µM. hit rate 1% among 360,000;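 active means normalized GFP-positive differentiation at or above the plate's own cutoff, the solvent-only control mean plus 3 SD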;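 further: cells exposed to compound for four days before flow analysis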
LYP inhibition = inhibitors of LYP phosphatase, biochemical, fluorescence intensity, uHTS (AID 1779). recombinant LYP phosphatase, fluorescence intensity; higher % means a stronger effect. hit rate 0.054% among 290,000. Tyrosine-protein phosphatase non-receptor type 22 (Homo sapiens). inhibition, % at 11.5 µM; hits with a dose series show IC50 in µM; in the data active means inhibition above about 50%;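 further: plate controls were vehicle with enzyme for no effect and no enzyme for full effect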
Salmonella PhoP GFP = inhibitors of PhoP regulon expression, primary screen, Salmonella Typhimurium, GFP reporter (AID 1863); S. Typhimurium PhoP-regulated promoter GFP reporter, 4 h; higher % means a stronger effect; inhibition, % at 50 µM, or IC50 in µM where a hit was titrated; hit rate 0.16% among 300,000;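 active means inhibition over 29.93%, a cutoff 3 SD above the screen mean, later confirmed by dose response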;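 further: 0% = low Mg2+ inducing control and 100% = high Mg2+ repressing control; strong numbers were not always called active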
NTR1 ag = agonists of NTR1, primary screen, imaging, U2OS cells, beta-arrestin-GFP, high content (AID 493036); Neurotensin receptor type 1 (Homo sapiens), P30989; NTR1-U2OS beta-arrestin-GFP spot imaging, agonist mode; activation, % at 20 µM; hit rate 0.17% among 330,000;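 active means activation at or above 40% of the spot to cytoplasm intensity ratio, with at least 20 cells analyzed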;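 further: 0% = DMSO without peptide and 100% = 100 nM NTR1 peptide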
Target sequence (P30989 whole entry, looked up): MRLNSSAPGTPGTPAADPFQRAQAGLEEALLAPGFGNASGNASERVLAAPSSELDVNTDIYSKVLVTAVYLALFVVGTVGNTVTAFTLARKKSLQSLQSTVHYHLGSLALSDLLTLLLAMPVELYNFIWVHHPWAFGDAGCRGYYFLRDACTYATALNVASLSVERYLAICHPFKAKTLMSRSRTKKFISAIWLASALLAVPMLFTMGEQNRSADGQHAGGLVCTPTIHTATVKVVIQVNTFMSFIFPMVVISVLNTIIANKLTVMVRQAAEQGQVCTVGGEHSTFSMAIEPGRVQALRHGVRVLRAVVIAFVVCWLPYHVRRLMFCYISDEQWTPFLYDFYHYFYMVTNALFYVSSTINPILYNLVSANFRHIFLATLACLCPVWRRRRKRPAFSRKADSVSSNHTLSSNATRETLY
NTR1 ag cell count 20 µM = also measured in NTR1 ag; calls as there; cell count; measured here: cell count, cytotoxicity flag
Myeloid diff MLP GFP+ MAC1+ % = also measured in Myeloid diff MLP; calls as there; GFP+ MAC1+ double positive, %; measured here: differentiation confirmed by MAC1 staining
Starred values were filed as active, the others as inactive; i = inactive; nt = not tested or not shown; + = active, no number.

SMILES | GPR35 arrestin U2OS | HIV fusion peptide | MgcRacGAP inhibition | GPR55 LPI antagonism | Siah-1 displacement | Myeloid diff MLP | Myeloid diff MLP GFP+ MAC1+ % | LYP inhibition | Salmonella PhoP GFP | NTR1 ag | NTR1 ag cell count 20 µM
O=C(CSc1nc(-c2ccccc2)cc(=O)[nH]1)N1CCOCC1 | -1.1% | -0.1% | -1.2% | 7.0% | 2.4% | i | 0.2 | -6.5% | 4.1% | 2.1 | 45
O=C1CCC(/C=C/c2ccccc2)=NN1Cc1ccc(F)cc1 | 1.2% | -0.1% | 9.2% | 2.2% | 3.1% | i | 0.2 | -0.5% | -1.1% | 3.8 | 54
CCNc1nc(NCC)nc(ON=C(C)C)n1 | 12.1% | -2.0% | nt | 12.3% | 1.6% | nt | nt | -7.4% | -8.8% | -0.8 | 38
COc1ccccc1NC(=O)Nc1ccccc1C#N | 1.9% | -1.0% | 13.4% | -5.2% | -8.5% | i | 0.4 | -8.4% | 1.9% | -0.7 | 61
Cc1cc(C(=O)Cn2nc(C(=O)O)c3ccccc3c2=O)c(C)n1CCc1ccc(Cl)cc1 | -14.2% | 1.1% | 6.0% | 13.1% | 9.0% | i | 0.6 | 7.0% | -12.5% | 2.7 | 43
COc1ccc(NC(=O)Nc2c(C)n(-c3ccccc3)c(=O)n2C)cc1OC | -4.6% | -0.5% | 9.4% | 10.1% | 1.5% | i | 0.7 | -5.2% | -3.5% | 0.9 | 44
CCOC(=O)c1cnn2c(C(F)F)cc(C3CC3)nc12 | 20.0% | 0.5% | 9.6% | 3.3% | 12.1% | i | 1.1 | -3.5% | -7.3% | 0.0 | 36
Cc1c(C(=O)NCc2ccc3c(c2)OCO3)cccc1[N+](=O)[O-] | -6.8% | 3.3% | 4.3% | -1.3% | -0.5% | i | 0.4 | -4.5% | -14.5% | -2.2 | 61
CC(C)(C)NC(=O)C(c1ccncc1)N(C(=O)C1CSC(=O)C1)c1ccccc1 (configuration not stated) | -3.7% | -0.7% | 1.8% | 1.5% | -2.6% | i | 0.5 | -7.6% | -2.8% | -1.3 | 38
Cc1cc(O)ccc1NC(=O)c1ccccc1 | -8.0% | 38.6% | 69.1µM* | 18.0% | 0.3% | i | 1.4 | -1.9% | 1.7% | -0.6 | 43
O=C(Cn1nnc2ccccc2c1=O)N[C@H](C(=O)O)c1ccccc1 | -3.6% | 1.6% | 12.2% | 9.6% | 10.2% | i | 0.5 | -4.3% | -13.8% | 1.0 | 60
CC(C)Sc1nc(N2CCOCC2)c2c(c1C#N)CC(C)(C)SC2 | -8.9% | -0.1% | 2.3% | 9.7% | -2.0% | i | 1.6 | -2.4% | -4.7% | 15.8 | 39
COC(=O)c1ccc(C[n+]2ccccc2)cc1 | -5.9% | -0.5% | -15.4% | -14.1% | 2.0% | i | 0.4 | -11.6% | 3.6% | -0.1 | 67
Cc1ccsc1CNC1CCCCC1 | 0.8% | -1.1% | 0.8% | 6.1% | -1.0% | i | 0.7 | -12.5% | -3.6% | -0.4 | 56
COc1ccc(OC)c(-n2c(-c3ccc(C)cc3)n[nH]c2=S)c1 | -7.0% | -2.0% | 11.9% | -0.5% | -0.9% | i | 0.4 | -4.1% | -4.2% | 3.4 | 83
Cc1ccc(CSCC(=O)N/N=C/c2cccc(OC3CSC3)c2)cc1 | 4.7% | -1.9% | 8.1% | -2.3% | 22.0% | i | 0.1 | 5.0% | 4.4% | 3.2 | 98
COc1ccc(-c2nnc(SCc3ccc(C(=O)O)cc3)o2)cc1OC | -23.3% | 1.2% | 13.8% | -4.4% | -2.4% | i | 0.8 | -6.2% | -5.0% | -0.3 | 45
CN(C)c1ccc(/C=N/NS(=O)(=O)c2ccc(Br)cc2)cc1 | 6.7% | -2.7% | 18.5% | -3.5% | 0.7% | i | 1.4 | 5.5% | -6.0% | -0.6 | 67
O=S(=O)(c1ccc2ccccc2c1)N1CCNCC1 | -7.3% | 1.1% | 11.3% | -5.7% | 6.7% | i | 0.2 | -9.1% | -1.4% | 0.9 | 45
CCOc1ccc(-n2nnnc2SCC(=O)NC2CCCC2)cc1 | -1.3% | -0.3% | 4.8% | 9.3% | 4.9% | i | 0.3 | -6.1% | 0.5% | 2.7 | 43
COc1cc2[nH]c(=O)n(CCC(=O)N3CCc4ccccc4C3)c(=O)c2cc1OC | 9.2% | 1.3% | 8.5% | 11.5% | -0.5% | i | 1.2 | -5.2% | 1.3% | -0.5 | 78
Cc1ccc(CC(=O)Nc2ccc([N+](=O)[O-])cc2C)cc1 | 13.5% | -0.5% | 4.2% | -4.7% | 4.3% | i | 0.3 | 1.7% | 7.5% | -1.8 | 104
COc1ccccc1N1CCN(C(c2cccs2)c2nnnn2C2CCCC2)CC1 (configuration not stated) | -2.2% | -1.1% | 0.8% | 30.4% | -2.7% | i | 1.7 | 7.4% | 2.6% | 1.0 | 47
c1ccc(Nc2nc(N3CCCCC3)nc(N3CCNCC3)n2)cc1 | 11.7% | 1.2% | 3.3% | 9.4% | 2.5% | i | 1.1 | -11.9% | -6.5% | 2.8 | 31
Cc1nc(N)sc1-c1csc(Nc2ccc(S(N)(=O)=O)cc2)n1 | -2.6% | 10.2% | 30.4% | 1.9% | -1.8% | i | 1.8 | -4.4% | 17.6% | 0.1 | 72

The listing continues.
SMILES | GPR35 arrestin U2OS | HIV fusion peptide | MgcRacGAP inhibition | GPR55 LPI antagonism | Siah-1 displacement | Myeloid diff MLP | Myeloid diff MLP GFP+ MAC1+ % | LYP inhibition | Salmonella PhoP GFP | NTR1 ag | NTR1 ag cell count 20 µM
Cc1nc(-c2nnc(-c3ccccc3)o2)c(C(F)(F)F)o1 | -8.5% | -2.7% | -3.5% | -7.7% | -2.9% | i | 0.3 | -9.1% | 8.7% | 0.4 | 64
Cc1ccc(-n2nc3c(=O)n(C(C)C(=O)NCc4ccc(Cl)cc4)nc(C)c3c2C)cc1 (configuration not stated) | -1.9% | 0.8% | -3.9% | 13.2% | 13.6% | i | 13.7 | -7.1% | -8.7% | 2.0 | 65
O=S(=O)(Nc1nc2ccccc2s1)c1ccc(Cl)s1 | 1.8% | -0.7% | 4.5% | -3.9% | -0.2% | i | 7.2 | 2.6% | -18.3% | 2.6 | 56
Cc1ccc(C(=O)NCCNC(=O)c2ccc(F)cc2)cn1 | 6.2% | 2.4% | 1.7% | 0.5% | 15.0% | i | 1.2 | -11.6% | 5.8% | 2.5 | 62
COc1ccc(-c2ccc(=O)n(CC(=O)Nc3nnc(C(C)C)s3)n2)cc1OC | 1.7% | 0.6% | 5.8% | 7.2% | -4.4% | i | 1.3 | 1.5% | -4.8% | -1.3 | 89
Cc1ccc(S(C)=O)cc1-n1c(=O)n(Cc2ccccc2)c(=O)c2[nH]cnc21 (configuration not stated) | -3.9% | 2.8% | 6.2% | 2.6% | 17.1% | + | 1.4* | -9.8% | -1.2% | -0.9 | 91
COc1ccc(CCNC(=O)CCC(=O)n2ncc3cc(C)ccc32)cc1OC | -9.9% | 0.3% | 2.5% | 4.8% | -4.1% | i | 3.4 | -8.6% | nt | 0.2 | 70
COc1ccc(Br)cc1S(=O)(=O)N1CCOCC1 | 15.7% | -0.1% | 2.3% | 5.1% | 1.5% | i | 0.1 | -1.2% | 2.8% | -4.0 | 97
CCc1cc(CNC(=O)c2cccc(OC3CCN(S(C)(=O)=O)CC3)c2)on1 | 5.4% | 0.3% | 10.4% | 5.6% | 0.9% | i | 6.6 | -5.1% | -2.2% | 0.1 | 54
CCOc1ncccc1C(=O)Nc1nnc(C(CC)CC)s1 | 5.1% | -0.2% | -0.3% | -5.4% | 3.1% | i | 0.1 | -2.0% | 3.2% | -0.4 | 51
Cc1ccc(F)cc1NC(=O)C1CCCN(c2ncccn2)C1 (configuration not stated) | -4.3% | -0.2% | 5.9% | 3.5% | 0.4% | i | 0.5 | 0.7% | -16.0% | 2.6 | 80
Cc1ccccc1NC(=O)Cc1nnc(SCC(=O)N2CCOCC2)n1C | -13.1% | 1.2% | 6.5% | -11.4% | 6.5% | i | 0.6 | -10.1% | 0.8% | 1.1 | 66
COC(=O)c1ccccc1NC(=O)COC(=O)CSc1nnc(N)s1 | -6.0% | 0.9% | 7.0% | 12.0% | 7.2% | i | 0.7 | -4.2% | 3.0% | -0.9 | 24
CCOC1(NC(=O)c2ccccc2)C(C)=CC(=O)C=C1C | 6.4% | 0.1% | 8.0% | 2.3% | 1.2% | i | 0.9 | 4.8% | -0.2% | 0.0 | 75
CCOC(=O)c1cccc(NC(=O)Nc2ccc3c(c2)C(=O)OC3)c1 | -6.3% | 1.9% | nt | 4.5% | 3.5% | i | 0.2 | -3.6% | -11.9% | -0.2 | 46
CCC(CC)NCc1ccc2c(c1)c1ccccc1n2CC | 12.2% | -1.3% | 133µM* | 11.9% | 0.4% | i | 0.5 | -8.1% | 7.2% | 1.9 | 25
O=C(NCc1ccccc1Cl)/C(=C\c1cccnc1)NC(=O)c1ccccc1 | 7.2% | 0.6% | 7.1% | -2.7% | -5.2% | i | 0.4 | -5.7% | 3.7% | 5.2 | 44
CCOC(=O)c1c(CN2CCN(C)CC2)n(C)c2cc(Br)c(OC)cc12 | -14.4% | 2.3% | 17.5% | 21.3% | -0.5% | i | 3.2 | -10.1% | 0.7% | -0.9 | 79
CC1CCN(c2ccc(C(=O)O)cc2N)CC1 | 3.2% | -1.2% | 10.2% | 9.7% | -3.9% | i | 0.6 | -5.4% | -7.0% | -1.6 | 70
CCc1cccc(CC)c1N(COC)C(=O)Cn1nnc2ccccc21 | 9.9% | 0.1% | 8.9% | 2.4% | 7.6% | i | 1.4 | -9.7% | -0.9% | 0.5 | 34
COc1ccc(C(=O)Nc2ccnn2C2CCN(CCC(C)c3ccc(C)o3)CC2)cc1 (configuration not stated) | 14.3% | 1.8% | 7.8% | 15.6% | -1.8% | i | 4.6 | -7.5% | -6.7% | 0.2 | 63
CCOc1ccc(N(CC(=O)NC(C)CC)S(C)(=O)=O)cc1 (configuration not stated) | 9.1% | -0.5% | 7.1% | -5.3% | -1.4% | i | 0.9 | -4.5% | -2.0% | 1.4 | 66
